Bioassay records from PubChem.
HT1080 IDH1KD tx – HT-1080 IDH1 knockdown cell toxicity (counter line); HT-1080 IDH1 knockdown viability, ATP luminescence, 48 h; actives 2% (n = 360,000); Potency, µM (series often up to 46.1 µM), for inactives: at the highest dose activity, negative = toxicity, usual class: cytotoxic;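 note: 0% = DMSO wells and -100% = cell-free medium wells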
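Luminescent ATP read-out (CellTiter-Glo, 10 min at room temperature) after 48 h compound exposure at 37 °C gave viability of IDH1-knockdown HT-1080 cells. Activity was normalised to DMSO and cell-free wells, then fitted as concentration-response curves.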
GLP-1R agonist – activates the human GLP-1 receptor; actives 0.007% (n = 380,000); Potency, µM (titrated, usually from 45.6 µM), for inactives: at the highest dose activation, actives largely listed as activators; P43220; HEK293 GLP-1R CRE-luciferase, luminescence, 4-6 h; cells express a hypersensitive GLP-1R form; note: % of control where 0% means no effect
Target sequence (P43220 whole entry, looked up): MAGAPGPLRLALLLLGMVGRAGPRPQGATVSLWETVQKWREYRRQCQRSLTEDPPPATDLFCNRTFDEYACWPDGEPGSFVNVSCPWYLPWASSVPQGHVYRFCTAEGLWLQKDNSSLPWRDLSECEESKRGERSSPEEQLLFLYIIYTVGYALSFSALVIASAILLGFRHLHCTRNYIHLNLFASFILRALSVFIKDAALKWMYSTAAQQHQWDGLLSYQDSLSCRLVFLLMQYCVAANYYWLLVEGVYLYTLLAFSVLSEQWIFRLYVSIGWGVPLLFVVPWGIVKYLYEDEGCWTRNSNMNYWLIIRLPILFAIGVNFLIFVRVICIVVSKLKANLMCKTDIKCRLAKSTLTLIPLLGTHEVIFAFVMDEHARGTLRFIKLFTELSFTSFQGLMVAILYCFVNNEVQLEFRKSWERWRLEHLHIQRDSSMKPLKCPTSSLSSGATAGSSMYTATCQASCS
KB-3-1 tox – KB-3-1 parental cell cytotoxicity | actives 1.4% (n = 400,000) | Potency, µM (doses to about 46.1 µM), for inactives: top-dose activity change, negative = cytotoxic, most hits filed as cytotoxic | KB-3-1 viability, CellTiter-Glo ATP luminescence, 72 h; note: % is set by controls: 0 for no effect and ±100 for the full control effect; nearly all actives have a fitted effect of over 60% in size
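Cytotoxicity measured as CellTiter-Glo luminescence after 72 h at 37 C. Compound titrations were pinned onto drug-naive KB-3-1 parental adenocarcinoma cells grown in DMEM with 10% FBS, and normalized data fitted to concentration-response curves.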
TDP43 rescue – TDP-43 toxicity inhibition in yeast; Potency, µM (doses to about 46.1 µM), for the others: top-dose growth rescue (activation), actives largely listed as activators; AID 652104; actives 1.8% (n = 410,000); TDP-43 expressing yeast growth rescue, BacTiter-Glo, 24 h; note: % of control where 0% means no effect; nearly all actives have a fitted effect of over 50% in size
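Galactose-induced TDP-43 yeast, OD600=0.02, compound pinned; 24 hr, 30 deg C; BacTiter-Glo luminescence for growth. Inhibitors of TDP-43 toxicity read as activators.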
HT1080-NT tox – kills 2HG-producing HT-1080-NT fibrosarcoma cells; AID 686970; Potency, µM (highest dose often 46.1 µM), for the others: at the highest dose activity, negative = less viability, most hits filed as cytotoxic; HT-1080-NT fibrosarcoma viability, CellTiter-Glo ATP luminescence, 48 h; actives 1.6% (n = 360,000);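 note: NT is the 2HG producing partner of a matched IDH1 knockdown line; 0% = DMSO-treated cells and -100% = media-only wells without cells; nearly all actives have a fitted effect of over 55% in size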
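HT-1080-NT fibrosarcoma cells (2HG-overproducing), 750 cells/well in RPMI with 5% FBS, dosed after 2 h and incubated 48 h at 37C. CellTiter-Glo luminescence normalized to DMSO and no-cell wells; concentration-response curves fitted and classed.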
GLP-1R inv ag – acts as inverse agonist at human GLP-1 receptor. actives 1.6% (n = 410,000). AID 624417. P43220. HEK293 GLP-1R CRE-luciferase, luminescence, 24 h; GLP-1R form is constitutively active. Potency, µM (highest dose often 38.3 µM), without a hit: at the highest dose activity change, negative = inhibition, usual class: inhibitors; note: % is set by controls: 0 for no effect and ±100 for the full control effect; nearly all actives have a fitted effect of over 55% in size
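HEK293 cells stably co-expressing constitutively active GLP-1R and a cAMP-responsive luciferase reporter were seeded in DMEM with 10% Nu serum, given compounds after 12 h, and incubated 24 h at 37 deg C. Luminescence was then read.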
SW480 rerep – inducers of DNA re-replication in SW480 colon cancer cells | SW480 DNA re-replication, Hoechst DNA content imaging, 48 h | Potency, µM (doses to about 46.1 µM), without a hit: at the highest dose re-replication activation, actives largely listed as activators | actives 1.8% (n = 340,000) | AID 624297; note: % of control where 0% means no effect; nearly all actives have a fitted effect of over 55% in size
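Hoechst fluorescence of nuclei (405 nm excitation, 500-530 nm emission) measured by plate-scanning imager after 48 hr compound exposure at 37 C; re-replication scored as increased number of nuclei with elevated intensity.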
KB-V1 cytotox – KB-V1 MDR subline cytotoxicity; KB-V1 MDR cells viability, CellTiter-Glo, 72 h; Potency, µM (top dose mostly 46.1 µM), inactives show at the top dose activity change, negative = cytotoxicity, hits mostly cytotoxic; actives 3.4% (n = 400,000); AID 1347076; note: % is set by controls: 0 for no effect and ±100 for the full control effect; nearly all actives have a fitted effect of over 60% in size
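KB-V1 cells (P-gp-expressing MDR subline of KB-3-1) in phenol-red-free DMEM with 10% FBS were exposed to library compounds over a concentration series for 72 h at 37 degrees C. Viability read by CellTiter-Glo luminescence; concentration-effect curves fitted after normalization.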
HEK293 tox – cytotoxic in the GLP-1 receptor inverse agonist counter-screen; HEK293 cAMP-luciferase reporter cells, luminescence, 24 h; Potency, µM (series often up to 38.3 µM), inactives show top-dose activity change, negative = inhibition, usual class: inhibitors; AID 624418; actives 0.13% (n = 410,000);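 note: loss of luciferase light is scored as toxicity; % is set by controls: 0 for no effect and ±100 for the full control effect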
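To flag toxic compounds, the library was rerun on cells for 24 hr at 37 deg C and 5% CO2. Viability-linked luminescence was captured 12 min after adding luciferase detection reagent.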
Starred values were filed as active, the others as inactive; u = inconclusive; x = not tested or not shown; & = joins results of further samples; [ ] = remark or other dose. Calls come from the whole dose curve; as a rule, active = well fitted curve in the direction sought with a large enough effect; inconclusive = small, poorly fitted or top-dose-only effect, or another doubt; inactive = no such curve, though single readings can be large; an effect the other way counts as inactive or inconclusive. Potency is the fitted concentration of half-maximal effect.

SMILES	HT1080 IDH1KD tx	GLP-1R agonist	KB-3-1 tox	TDP43 rescue	HT1080-NT tox	GLP-1R inv ag	SW480 rerep	KB-V1 cytotox	HEK293 tox
O=C(N/C=C/c1ccco1)NCc1ccccc1	u	1%	-16%	-7%	-10%	8%	-2%	u	1%
O=C(CSc1nccn1Cc1ccc(Cl)cc1)NCc1ccccc1	x	x	7%	10%[9.22 µM]	x	-25%	x	-4%	-7%
O=C(CSc1nnc2ccc3ccccc3n12)N1CCOCC1	-7%	-3%	19%	-8%	17%	26%	u	-23%	4%
O=C(NCC1CCCO1)c1cccc(S(=O)(=O)N2CCOCC2)c1 (configuration not stated)	-9%	-6%	x	-13%	-2%	3%	0%	x	13%
Cc1ccccc1OCCC(=O)Nc1cc(S(=O)(=O)N2CCOCC2)ccc1OC(C)C	0%	17%	-7%	-6%	-2%	u	3%	u	-4%
CCOC(=O)c1ccc(NC(=S)N2CCN(c3ccc(N4CCOCC4)nn3)CC2)cc1	-20%	2%	8%	-11%[0.397 µM]	-15%	11%	-12%	4%	2%
O=C(NCc1cccs1)c1cc(-c2cccs2)on1	5%	-10%	16%	-10%	7%	0%	-4%	-27%	3%
COc1cccc(OC)c1OCCCOc1ccc([N+](=O)[O-])cc1Cl	-7%	30%	-2%	17%	-5%	u	2%	-13%	-7%
Cc1ccc(C2=NN(CC(=O)NCc3cccs3)C(=O)CC2)cc1	3%	-7%	2%	4%	0%	2%	-9%	-8%	-11%
Cc1cc(C)cc(NC(=S)N2CCCC2)c1	20%	0%	16%	13%	15%	-9%	-1%	u	3%
COc1ccccc1CCNC(=O)C1(C)CC1(Cl)Cl (configuration not stated)	2%	11%	-3%	8%	7%	u	-1%	0%	-2%
Cc1ccc2c(c1)CC(C)N2S(=O)(=O)c1nnc(NC(=O)CC(C)C)s1 (configuration not stated)	-3%	-3%	-16%	14%&4%	-11%	u	u	-9%	4%&9%
CCOC(=O)N1CCN(C(=O)/C(=C/c2ccc(N(C)C)cc2)NC(=O)c2ccccc2)CC1	3%	-1%	-9%	14%	-14%	-12%	-1%	-4%	-7%
CC(C)(C)C(=O)Nc1ccc(C(=O)COC(=O)C2CC2)cc1	5%	13%	12%	-16%	11%	-10%	-280%[inhibitor]	20%	-6%
CCOc1ccc(CCNC(=O)CSCC(=O)Nc2ccc(OC)cc2)cc1OCC	0%	10%	4%	5%	2%	13%	-15%	-9%	11%
COc1cccc(NC(=O)CCN2CCOCC2)c1	11%	5%	6%	1%	5%	-18%	-1%	6%	4%
CNC(=O)c1c(NC(=O)CS(=O)(=O)c2ccccc2)sc(C)c1C	-4%	-1%	-5%	-9%	3%	0%	-38%[inhibitor]	-22%	-5%
COc1ccc(NC(=O)c2cccc(OC(=S)N3CCOCC3)c2)cc1	-7%	5%	0%	23%	-23%	-19%	-7%	16µM*	-9%
O=C(Nc1ccncc1)c1ccc(-c2ccccc2)cc1	-24%	-3%	23µM*	-6%	-10%	-4%	u	-16%	-6%
CCN(CC1CCCN(CCc2cccc(F)c2)C1)C(=O)c1ccoc1C (configuration not stated)	1%	4%	1%	-6%	-8%	-9%	x	u	-4%
NS(=O)(=O)c1cccc(NC(=O)CSc2nc3ccccc3[nH]2)c1	-5%	-1%	9%	13%	-2%	10%	-1%	15%	-4%
CCC(C)NCCCOc1ccc([N+](=O)[O-])cc1 (configuration not stated)	-18%	-24%	3%	0%	-6%	-1%	-92%[inhibitor]	-23%	-6%
CCC(=O)N1CCc2cc(Br)cc(S(=O)(=O)CCC(=O)N3CCN(c4cccc(C(F)(F)F)c4)CC3)c21	x	x	-27%	3%	x	12%	x	-3%	2%
CC(C)C[C@@H](CN1CCC[C@@H]1CN1C(=O)C(=O)NC[C@@H]1Cc1ccccc1)N1C[C@H](Cc2ccc(O)cc2)N(CC2CCCCC2)C(=O)C1=O	-9%	-6%	u	-2%	-3%	u	-2%	u	-12%
COc1ccc(CCNC(=O)c2ccc(NC(=O)CC3SC(N4CCCC4)=NC3=O)cc2)cc1OC (configuration not stated)	-1%	0%	5%	6%	0%	4%	-9%	0%	16%
Cc1cccc(-n2ccc(=O)c(C(=O)Nc3ccc(S(=O)(=O)Nc4onc(C)c4C)cc3)n2)c1	15%	-4%	-3%	-3%	8%	-14%	u	-7%	-4%
CCOC(=O)c1ccccc1NC(=O)CSc1c(C)cnc2c1c(=O)n(C)c(=O)n2C	x	x	-3%	6%	x	17%	x	-16%	-1%
CCN(Cc1cnn(C)c1)C(=O)C1CCC(=O)N(CCc2ccc(OC)cc2)C1 (configuration not stated)	21%	9%	23%	9%	6%	5%	1%	24%	3%
CC(=O)Oc1ccc(C(=O)Nc2cccc3c2CCCC3)cc1	-16%	1%	-6%	10%	-6%	-18%	-1%	-8%	-2%
CC(C(=O)N1CCc2ccccc21)N(C)CC(=O)Nc1ccccc1Cl (configuration not stated)	0%	11%	-25%	24%	-2%	u	-19%	-6%	-4%
Cc1nn(S(=O)(=O)N(C)C)c(C)c1CN1C(=O)c2ccccc2C1=O	3%	-4%	-13%	-18%	5%	25%	-6%	-24%	3%
COc1ccc(NS(=O)(=O)/C=C/c2ccccc2)cc1	0%	1%	-6%	-6%	-1%	15%	-2%	u	17%
CC(=O)N1CCN(C(=O)CCc2nnc(CCCCc3ccccc3)o2)CC1	11%	8%	0%	-7%[0.397 µM]	18%	21%	-7%	26%	5%
CC(C)OCCCN(C)C1CCN(S(=O)(=O)c2csc(C(N)=O)c2)CC1	9%	-2%	0%&-2%	8%&14%	12%	-7%&-1%	-9%	u	-13%&1%
Cc1nc2c(C)c(C)c(C)c(C)c2nc1C	4%	3%	-9%	5%	10%	12%	68%	5%	13%
CN(C)c1cccc(CNC(=O)c2csc(COCCO)n2)c1	14%	7%	0%	10%	19%	11%	x	-3%	-8%
CCCCNc1c(CCc2ccccc2)nc2nc(C)cc(C)n12	-11%	9%	-11%	-1%	-16%	24%	x	u	15%
COc1cc(C(CCN2CCCCC2)c2c(OC)cc(OC)c3c(-c4ccccc4)cc(=O)oc23)cc(OC)c1OC (configuration not stated)	-21%	13%	u	-24%	-14%	u	13%	u	u
COC(=O)c1c(NC(=O)CCC(=O)O)sc2c1CCCCC2	5%	-2%	8%	10%	12%	19%	-11%	u	-5%
CC(=O)c1cc(-c2ccccc2)n(CC(=O)N2CCC(N3CCCCC3)CC2)c1C	0%	11%	-1%	-34%	1%	-4%	-2%	8%	-27%
CC(=O)c1cc2c(cc1NC(=O)CSc1ncccn1)OCO2	-4%	9%	-3%	4%	-1%	30%	x	-8%	4%
COc1cccc(C2=CC(c3ccccc3F)n3ncc(C(=O)Nc4ccc(C)cc4)c3N2)c1 (configuration not stated)	x	x	u	u	x	u	x	u	-4%
COc1cc(/C=N/NC(=O)CCc2n[nH]c(=O)[nH]c2=O)ccc1O	11%	0%	15%	9%	u	34%[activator]	0%	32%	11%
COCCNC(=O)C1CC(=O)N(CCc2ccccc2)C1 (configuration not stated)	12%	0%	3%	1%	22%	0%	-2%	9%	-1%
O=C1CC(C(=O)Nc2ccc(O)c(C(=O)O)c2)C(c2ccccc2)O1 (configuration not stated)	0%	-5%	16%	-9%	1%	1%	1%	10%	4%
CCC1CCCCN1CCCNC(=O)CSc1nc2nc(C)c(Cc3ccccc3Cl)c(C)n2n1 (configuration not stated)	-14%	11%	-6%	-4%	1%	u	-19%	u	-10%
CCOC(=O)c1cc(-c2ccc(OC)c(S(=O)(=O)NCc3ccccc3Cl)c2)on1	x	x	7%	0%	x	1%	x	29%	3%
CCN(C)c1ccc(/C=N\n2nnnc2N)cc1	5.2µM*	3%	5.2µM*	u	u	6%	u	2.6µM*	84%[activator]
COc1cccc(C(C)NC(=O)C2CCCC2)c1 (configuration not stated)	0%	-3%	-2%	21%	16%	5%	-3%	1%	5%
Cc1ccc(CN2CCc3[nH]c(=O)[nH]c(=O)c3C2)cc1	4%	-4%	5%	16%	0%	-5%	-1%	9%	5%
CCOc1ccc(C(=O)NC(=S)Nc2ccccc2N2CCOCC2)cc1Br	0%	18%	-11%	27%	-2%	u	-10%	u	-15%
CCCc1nnc(NC(=O)CCC(=O)NCc2ccccc2)s1	4%	-1%	1%	12%	4%	-11%	-1%	u	6%
CSc1ccc(OC2(C)CCN(Cc3ccc(OC(F)(F)F)cc3)C2)cc1 (configuration not stated)	13%	-4%	0%	5%	-5%	-14%	x	2%	6%
Cc1ccc(S(=O)(=O)N2CCCCC2)cc1NC(=O)Cn1ccc(C(F)(F)F)n1	4%	-13%	-17%	-1%	5%	-7%[0.307 µM]	-4%	u	0%[0.307 µM]
COc1ccc2c(c1OC)C(C1c3c(cc4c(c3OC)OCO4)CCN1C)OC2=O (configuration not stated)	-18%	4%	u	7%	-22%	-10%	u	u	-3%
